# Source: PubChem (several laboratories)
# Kir21 inh – inhibitors of mouse Kir2.1 inward-rectifier potassium channel. HEK293-Kir2.1, FluxOR thallium flux fluorescence; active compounds read low. P35561. 310,000 compounds, 0.85% hits. B-score at 10 µM;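 active means fluorescence ratio B-score at or below minus 3 SD of library scores, with starting-brightness B-score within 2 SD, cut at about -4.2 in these data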;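 further: channel flux triggered by added potassium and thallium sulfate stimulus; B-score of peak minus minimum fluorescence over baseline after thallium stimulus; more negative B-score means stronger Kir2.1 block with less thallium influx; some compounds called inactive have numbers as strong as hits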
# Target sequence (P35561 whole entry, looked up): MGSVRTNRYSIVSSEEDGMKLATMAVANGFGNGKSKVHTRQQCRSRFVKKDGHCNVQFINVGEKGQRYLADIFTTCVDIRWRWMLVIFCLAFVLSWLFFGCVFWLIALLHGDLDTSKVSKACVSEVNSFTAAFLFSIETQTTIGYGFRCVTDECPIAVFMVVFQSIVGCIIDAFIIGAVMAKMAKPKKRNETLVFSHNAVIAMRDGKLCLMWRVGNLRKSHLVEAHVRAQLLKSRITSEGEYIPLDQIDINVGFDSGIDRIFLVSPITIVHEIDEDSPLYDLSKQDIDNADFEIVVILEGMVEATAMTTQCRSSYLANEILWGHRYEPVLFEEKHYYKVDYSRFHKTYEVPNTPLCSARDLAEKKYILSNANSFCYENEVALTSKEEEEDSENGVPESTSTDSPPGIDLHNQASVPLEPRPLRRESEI
# STK33 inh – human STK33 kinase inhibition; Q9BYT3; purified STK33, MBP phosphorylation, ADP-Glo luminescence; inhibition, % at 10 µM; 320,000 compounds, 0.073% hits;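 active means inhibition at or above 25%, using the most active replicate where run in duplicate; inactive means inhibition below 25%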
# Target sequence (Q9BYT3 whole entry, looked up): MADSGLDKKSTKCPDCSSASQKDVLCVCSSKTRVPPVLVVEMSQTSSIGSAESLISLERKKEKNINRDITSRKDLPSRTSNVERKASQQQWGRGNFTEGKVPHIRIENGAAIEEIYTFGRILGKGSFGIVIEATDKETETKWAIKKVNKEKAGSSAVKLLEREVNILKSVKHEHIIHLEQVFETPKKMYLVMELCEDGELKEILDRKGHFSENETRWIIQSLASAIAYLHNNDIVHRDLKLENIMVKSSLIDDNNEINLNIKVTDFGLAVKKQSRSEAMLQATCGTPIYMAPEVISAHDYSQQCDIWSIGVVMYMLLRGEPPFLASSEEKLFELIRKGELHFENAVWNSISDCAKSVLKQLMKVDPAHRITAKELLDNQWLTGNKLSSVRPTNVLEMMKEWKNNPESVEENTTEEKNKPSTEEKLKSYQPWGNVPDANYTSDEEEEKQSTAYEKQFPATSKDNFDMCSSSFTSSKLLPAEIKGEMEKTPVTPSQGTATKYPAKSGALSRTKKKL
# KCNQ2 block – KCNQ2 potassium channel inhibitors, primary screen, cell-based, CHO-K1, FluxOR thallium flux, B-score (AID 2156); 310,000 compounds, 1.1% hits; 20 min; active compounds read low; B-score at 10 µM; O88943;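 active means fluorescence ratio B-score at most minus 3 library SDs, with starting brightness B-score within 2 library SDs, cut at about -5.5 in these data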
# An asterisk follows results filed as active; i = inactive; nt = not tested or not shown. Rows are unselected; any-hit rate near 1.9%.
compound,Kir21 inh,STK33 inh,KCNQ2 block
O=C(COc1ccc(S(=O)(=O)N2CCOCC2)cc1)N1CCCCCC1,0.9,-1.1,i
CCOc1cccc2cc(C(=O)N3CCN(C/C=C/c4ccccc4)CC3)c(=O)oc12,0.29,-4.4,i
C=C(C(=O)O)C1CCC2(C)CCCC(C)(O)C2C1 (stereo not given),-0.15,1.2,i
COCCCNC(=O)c1ccc(OC)c(OC2CCN(C(C)C)CC2)c1,-0.39,-0.9,i
COc1ccc(C2C=C(Nc3ccccc3)C(=O)N2c2ccccc2)cc1OC (stereo not given),-1.42,15.4,i
COc1ccc(/C=C/c2nnc(NC(=O)C(C)(C)C)s2)cc1,-0.01,-3.1,i
COc1ccc(C2SCC(=O)N2c2ccc(F)cc2)cc1 (stereo not given),-1.13,-1.2,i
COc1ccc(CC(=O)NCc2csc(-c3cccs3)n2)cc1OC,-0.56,-2.5,i
Clc1ncnc2scc(-c3ccccc3)c12,1.37,0.5,i
CCOC(=O)C(Cc1ccccc1)C(=O)NCc1cccnc1 (stereo not given),0.16,-1.4,i
O=C(Nc1ccc(S(=O)(=O)N2CCCC2)cc1)c1cnccn1,-0.35,-0.5,i
Cc1nc(-c2ccccc2)sc1C1(C)CC(c2c(Cl)cccc2Cl)=NO1 (stereo not given),0.63,-0.7,i
CNC(=S)N/N=C(\C)c1ccc(-n2ccnc2)cc1,-1.46,-0.2,i
O=C(Cn1c(=O)oc2cc(S(=O)(=O)N3CCCC3)ccc21)NCc1ccc(F)cc1,-0.02,-1.3,i
Cc1cccc(Cn2ccc(NC(=O)c3cccnc3)n2)c1,-0.35,-1.3,i
Cn1c(=O)oc2cc(S(=O)(=O)NCCCN3CCCC3=O)ccc21,-0.24,-0.2,i
O=C(Nc1nn[nH]n1)C12CC3CC(CC(C3)C1)C2,0.97,0.1,i
Cc1c(CCOC(=O)c2cc([N+](=O)[O-])ccc2Cl)sc[n+]1CCCCS(=O)(=O)[O-],0.05,-1.5,i
CCc1ccccc1SCc1noc(C(=O)NCC2CCCO2)c1C(=O)O (stereo not given),-2.22,-2.4,i
NC(=O)COC(=O)C1CSC2(c3ccc(F)cc3)CCC(=O)N12 (stereo not given),-0.19,0.2,i
CC1(C)N=C(N)N=C(N)N1c1cccc(C(=O)O)c1,0.45,-0.6,i
CCOC(=O)CCc1c(C)c2ccc(OCc3ccc([N+](=O)[O-])cc3)cc2oc1=O,-0.29,0.6,i
CCOc1ccc(CNC(=O)CCCC(=O)n2nc(C)c3ccccc32)cc1,0.42,nt,i
OCCC1CN(Cc2cccnc2)CCN1CCc1ccccc1 (stereo not given),0.25,-0.4,i
CCN(C(=O)COC(=O)C1CCN(S(=O)(=O)c2cccs2)CC1)c1ccccc1,0.34,-1.6,i
COCCCNC(=S)Nc1cc(C)c(C)cc1C,1.18,0.0,i
CCOC(=O)c1ccc(NC(=O)c2cc(=O)[nH]c3ccccc23)cc1,-0.07,-3.1,i
CCOc1ccccc1N1CN(Cc2ccccc2)CNC1=S,-0.08,-1.4,i
CCOC(=O)Cn1nc(-c2ccc(Cl)cc2)cc1N,0.18,0.0,i
Cc1cc2cc(C=C(C#N)C#N)c(Cl)nc2cc1C,0.27,-2.5,i
CCOc1ccc(CCNC(=O)CSc2nn(-c3ccc(C)c(Cl)c3)c(=S)s2)cc1OCC,0.22,0.3,i
CCOc1ccc(CNC(=O)C2Cc3cc(S(=O)(=O)N4CCCC4)ccc3N2C(C)=O)cc1 (stereo not given),1.34,0.1,i
COc1ccc(/C(C)=N/N=C(N)N)c(OC)c1,1.9,0.5,i
CCCCNC(NCCCC)=C(S(=O)(=O)CC)S(=O)(=O)CC,-1.33,-0.2,i
Clc1cc2cccnc2c2ccccc12,0.59,0.2,i
CC12CCC(=O)N1c1ccccc1C(=O)N2c1ccccc1 (stereo not given),1.16,-2.1,i
O=C1c2cccc3c([N+](=O)[O-])ccc(c23)C(=O)N1CC1CCCO1 (stereo not given),-2.61,nt,i
CC(C)(C)c1cc(Cl)ccc1OCCOCCN1CCCC1,-9.63*,0.3,i
Cc1oc(-c2ccc3c(c2)OCCO3)cc1C(=O)O,2.11,9.2,i
CCOc1ccc(Oc2ccc(Cl)cc2NC(=O)C2=COCCO2)cc1,0.78,-0.8,i
CC1C=CCC2C(=O)N(c3cccc(C(=O)NCCc4ccccc4)c3)C(=O)C12 (stereo not given),-0.03,-0.2,i
Cc1ccc(C(=O)C(C)OC(=O)Cn2c(C)csc2=O)cc1 (stereo not given),-0.54,-4.3,i
COc1ccc(CSc2nnc(C)n2N)cc1[N+](=O)[O-],-0.85,-0.5,i
CCCCCCN(C(=O)CCCCCN1C(=O)NC(c2ccc(-c3ccccc3)cc2)C(C(=O)OCc2ccccc2)=C1C)C(C(=O)NCCCC)C1CCCCC1 (stereo not given),0.06,nt,i
CS/C(=N\S(=O)(=O)c1ccc(Cl)cc1)c1ccccc1,-5.27*,-0.8,i
O=C(Nc1ccccc1Cl)c1ccccc1Cc1ccccc1,-0.26,-2.2,i
O=C(CCc1ccccc1)NC1CCSC1=O (stereo not given),1.21,-1.2,i
CC(C)CSc1nc2ccccc2c(=O)[nH]1,-0.79,-0.5,i
Cn1cnnc1SCC(=O)NC1CCCCCC1,0.03,0.8,i
COc1cccc(OC)c1OCC(O)CN1CCN(c2ccccc2F)CC1 (stereo not given),-1.27,-1.5,i
Cc1ccc2c(c1)C1CN(C)CCC1N2C(=O)COc1ccc(N(C)C(=O)C(C)(C)C)cc1 (stereo not given),0.89,-0.1,i
CC(=O)OCC(=O)Nc1ccc([N+](=O)[O-])cc1Cl,-0.08,-2.6,i
NC(=O)NOCc1ccc(Cl)cc1Cl,-1.59,-0.5,i
CCCCCC1NC(=O)NC1CCCCCC(=O)O (stereo not given),-0.09,-0.7,i
c1coc(CN(Cc2ccco2)c2ncnc3c2oc2ccccc23)c1,0.05,-0.4,i
COc1ccccc1N1CCN(C(=O)c2n[nH]c3ccccc23)CC1,2.8,-0.4,i
CCOCCCN(C(=O)Cn1nnc(-c2ccc(OC)c(OC)c2)n1)C(CC)C(=O)NC1CCCC1 (stereo not given),-0.21,-1.2,i
C=CC(C)N1C(=O)S/C(=C\c2ccc(N3CCOCC3)cc2C)C1=O (stereo not given),-2.2,0.3,i
Cc1cc(NC(=O)CSc2nnc(-c3ccco3)n2Cc2ccco2)no1,0.94,-0.9,i
CCOc1ccc(CCNC(=O)C(O)c2ccccc2)cc1 (stereo not given),-1.53,-0.4,i

# Entries listed so far with an aryl thioether with sulfur outside any ring, in the order listed:
compound,Kir21 inh,STK33 inh,KCNQ2 block
CCc1ccccc1SCc1noc(C(=O)NCC2CCCO2)c1C(=O)O (stereo not given),-2.22,-2.4,i
CCOc1ccc(CCNC(=O)CSc2nn(-c3ccc(C)c(Cl)c3)c(=S)s2)cc1OCC,0.22,0.3,i
COc1ccc(CSc2nnc(C)n2N)cc1[N+](=O)[O-],-0.85,-0.5,i
CC(C)CSc1nc2ccccc2c(=O)[nH]1,-0.79,-0.5,i
Cn1cnnc1SCC(=O)NC1CCCCCC1,0.03,0.8,i
Cc1cc(NC(=O)CSc2nnc(-c3ccco3)n2Cc2ccco2)no1,0.94,-0.9,i

# (more compounds)
compound,Kir21 inh,STK33 inh,KCNQ2 block
Cn1cc(CN2CCCC(C(=O)c3cc(F)ccc3F)C2)c2ccccc21 (stereo not given),0,0.8,i
CCOc1ccccc1N(CC(=O)Nc1ccccc1C(=O)NCc1ccco1)S(C)(=O)=O,-0.06,-2.3,i
CCCN(C(=O)c1cccc(S(=O)(=O)N2CCN(C)CC2)c1)c1c(N)n(Cc2ccccc2)c(=O)[nH]c1=O,-0.5,0.4,i
O=c1cc(-c2ccccc2)c2cc(Cl)ccc2[nH]1,-0.03,0.9,i
CC1CCCN(C(C(=O)NC2CCCCC2)c2cc3c(cc2[N+](=O)[O-])OCO3)C1 (stereo not given),0.65,0.4,i
O=[N+]([O-])c1ccc(SCCc2ccccn2)cc1,0.08,-1.9,i
CC(NC(=O)c1ccc(C23CC4CC(CC(C4)C2)C3)cc1)C(=O)O (stereo not given),-0.16,-1.2,i
Cc1c(C(=O)OCC(=O)N2C(C)CCCC2C)oc2ccccc12 (stereo not given),0.67,0.7,i
CCN(CC)S(=O)(=O)c1cccc(NC(=O)COC(=O)CCC(=O)c2cccs2)c1,0.67,-0.4,i
Cc1cc(N/C=C/C(=O)c2ccccc2)ccc1Br,-0.01,-1.0,i
O=C1C(Cc2ccccc2)Nc2ncnc(N3CCc4ccccc4C3)c2N1Cc1ccc(Cl)cc1 (stereo not given),0.11,1.0,i
CC(=O)c1ccc([N+](=O)[O-])c(CS(=O)(=O)c2ccccc2)c1,-0.57,-1.0,i
O=[N+]([O-])c1ncccc1OCc1ccc(Cl)c(Cl)c1,1.04,-0.4,i
Cc1ccc(CC(NC(=O)c2ccccc2)C(=O)NC(CC(C)C)C(=O)O)cc1 (stereo not given),2.45,0.5,i
COCCNC(=O)CCCn1c(=O)c2cc(OC)c(OC)cc2n(CC(=O)Nc2ccc(F)cc2)c1=O,0.34,-2.3,i
O=[N+]([O-])c1cccc(-c2ccc(CN3CCN(c4ccccc4)CC3)o2)c1,0.4,-1.6,i
Cc1ccc2nc(Nc3ccc(Cl)cc3)c3nncn3c2c1,1.2,-0.1,i
COc1cc(NC(=O)COc2ccccc2)ccc1NC(=O)c1ccco1,1.13,0.8,i
CCN1CC(c2ccccc2)C(c2ccc(Cl)cc2)=N1 (stereo not given),-1.53,-0.6,i
CCOC(=O)NC(Nc1nnc(SCC)s1)(C(F)(F)F)C(F)(F)F,-0.14,-0.2,i
N#Cc1ccc(NC(=O)Cn2cnc(S(=O)(=O)N3CCOCC3)c2)cc1,-0.93,-1.1,i
Cc1ccnn1Cc1cc(C(=O)O)c2ccccc2n1,1.14,-0.1,i
Cc1cc(C)cc(C(N)=Nc2cccc(C#N)c2)c1,0.1,1.1,i
Cc1ccc(CNC(=O)C2CC(c3cccc([N+](=O)[O-])c3)=NO2)o1 (stereo not given),0.2,-0.6,i
CC(=O)Nc1ccc(S(=O)(=O)N(Cc2ccccc2)c2ccccn2)cc1,0.48,-3.3,i
Cc1ccc(NC(=O)C2CCCN2C(=O)Oc2ccccc2)c(C)c1 (stereo not given),-0.04,-0.6,i
COC(=O)c1ccc(CNC(=O)c2ccc(OCC(=O)N3CCOCC3)c(OC)c2)cc1,-2.23,-2.7,i
CCC1(CC)C(=O)C2=C3C1[C@H](C(=O)OC)C=C(C(=O)OC)C[C@H]3n1c(=O)n(C)c(=O)n1[C@H]2C (stereo not given in full),-0.64,-0.9,i
CCCCOc1ccc(N2C(=O)CC(NCc3ccncc3)C2=O)cc1 (stereo not given),-0.62,0.0,i
COCC(C)NC(=O)c1cc(-c2cccc(OC)c2)on1 (stereo not given),-1.22,0.0,i

# In a second layout: 2 of the compounds above
Kir21 inh | STK33 inh | KCNQ2 block | Compound
1.2 | -0.1 | i | Cc1ccc2nc(Nc3ccc(Cl)cc3)c3nncn3c2c1
1.13 | 0.8 | i | COc1cc(NC(=O)COc2ccccc2)ccc1NC(=O)c1ccco1

# More entries follow.
compound,Kir21 inh,STK33 inh,KCNQ2 block
O=C(CSc1nc(C2CCCCC2)nc2ccccc12)NCc1ccco1,-0.93,-2.7,i
O=C(CCCc1nc2ccccc2s1)N1CCN(S(=O)(=O)c2cccs2)CC1,1.39,-0.6,i
COc1cc(C2C(=O)N(C3CCCC3)CC(=O)N2Cc2ccco2)ccc1OC(C)C (stereo not given),0.02,-0.7,i
COc1ccc(NC2CCN(C3CC(=O)N(c4ccc(F)c(Cl)c4)C3=O)CC2)cc1 (stereo not given),-1.48,0.0,i
Cn1c(=O)n(C)c2cc(NS(=O)(=O)c3ccc(C(C)(C)C)cc3)ccc21,-2.7,-1.3,i
CCC1(c2ccccc2)NC(=O)N(CC(=O)N(C)Cc2ccccc2)C1=O (stereo not given),-1.94,-2.1,i
Cc1ccc(-n2cc(CN3CCC(CO)(Cc4ccccc4)CC3)cn2)cc1,0.32,nt,i
Cc1ccc2c(c1)C1C3CCC(C3)C1S(=O)N2 (stereo not given),0.64,-0.1,i
Cc1ccc(NS(=O)(=O)c2ccc(C3CCCCC3)cc2)cc1,-0.96,-0.1,i
O=C(NCc1ccc(F)cc1)C1CC(=O)N(C2CCCCC2)C1 (stereo not given),2.09,1.3,i
COc1ccc(CCNC(=O)CCCCCn2c(SCC(N)=O)nc3cc4c(cc3c2=O)OCO4)cc1OC,-0.4,-1.0,i
O=C1NC2(CCCCCCC2)C(=O)N1Cc1ccc(F)cc1,-2.29,-0.3,i
CCN(CC)S(=O)(=O)c1cc(C(=O)Oc2ccccc2OC)ccc1OC,0.05,-0.3,i
CCOc1cc2[nH]c(=S)n(CCC(=O)NCc3ccco3)c(=O)c2cc1OCC,-2.38,0.7,i
CCc1nnc(NC(=O)c2ccc(Cl)nc2)s1,0.47,0.0,i
NC(=O)c1ccccc1NC(=O)COc1ccc2c(c1)OCO2,0.57,-0.5,i
